Screening results (PubChem)
PG9 Ab binder: binds the HIV-1 gp120 antibody PG9; AID 624416; inhibition, % at 6.7 µM; TR-FRET gp120-PG9 antibody binding; 0.43% of 360,000 active; in the data active = inhibition above about 8.5%
ASAP1 GAP inh: ASAP1 ArfGAP inhibition | Q9ULH1 | ASAP1-stimulated ARF1 GTP hydrolysis, GDP FP detection | inhibition, % at 16.5 µM | 0.19% of 360,000 active | AID 624377; in the data active = inhibition above about 25%;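 also: 0% = vehicle with enzyme and substrate and 100% = no enzyme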
HTRA1 inh: HTRA1 (human) protease inhibition; recombinant HTRA1, FP-rhodamine activity-based probe, fluorescence polarization; AID 504803; 0.5% of 340,000 active; inhibition, % at 5.96 µM; in the data active = inhibition above about 36%;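 also: 0% = enzyme with DMSO and 100% = wells lacking enzyme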
Target sequence (Q92743 whole entry, looked up): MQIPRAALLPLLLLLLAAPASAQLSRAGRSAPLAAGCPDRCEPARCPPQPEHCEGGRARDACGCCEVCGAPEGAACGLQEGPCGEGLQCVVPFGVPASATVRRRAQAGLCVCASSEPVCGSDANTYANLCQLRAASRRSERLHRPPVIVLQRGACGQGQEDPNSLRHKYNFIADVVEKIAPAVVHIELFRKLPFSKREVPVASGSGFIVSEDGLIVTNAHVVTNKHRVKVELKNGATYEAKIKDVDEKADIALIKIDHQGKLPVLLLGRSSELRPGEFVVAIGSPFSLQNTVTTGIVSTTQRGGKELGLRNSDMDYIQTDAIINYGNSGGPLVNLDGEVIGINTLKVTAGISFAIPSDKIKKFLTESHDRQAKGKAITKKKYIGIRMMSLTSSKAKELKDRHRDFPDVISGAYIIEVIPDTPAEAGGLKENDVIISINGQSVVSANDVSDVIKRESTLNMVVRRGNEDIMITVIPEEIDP
rCAG RNA binder: r(CAG) repeat RNA binding | AID 651821 | 1.3% of 370,000 active | inhibition, % at 3 µM | TO-PRO-1 dye displacement fluorescence;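 active = inhibition above the plate cutoff, the mean of all test compounds on that plate plus 3 SD, cut at about 35% in these data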;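 also: 0% = DMSO alone and 100% = 100 µM mitoxantrone as full dye displacement; higher means more dye released from RNA so lower well fluorescence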
ARFGAP1 inh: inhibitors of rat ARFGAP1 | Q62848 | Arfgap1-stimulated ARF1 GTP hydrolysis, GDP FP detection | inhibition, % at 16.5 µM | 0.26% of 360,000 active | AID 651572;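 active = inhibition above a per-plate limit, mean inhibition of low control wells plus 3 SD, cut at about 25% in these data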;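 also: 0% = DMSO wells with enzyme and 100% = wells lacking Arfgap1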
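system = rat Arfgap1 catalytic domain, aa 1-136 | technique = FP, GDP Alexa 633 tracer displaced from anti-GDP antibody, 620/688 nm | compound = one concentration, 16.5 µM, DMSO 1.26% | medium = HEPES-based buffer, pH 7.5 | timing = compound-enzyme preincubation 20 min, reaction 120 min, detection 60 min, 25 °C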
SMARCA2 act: increases SMARCA2 function in MMTV reporter cells; MG213 cells, MMTV-luciferase reporter, dexamethasone, overnight; activation, % at 9.1 µM; 1% of 370,000 active; AID 652017; in the data active = activation above about 7.8%;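 also: 0% = vehicle wells and 100% = reference activator wells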
NPR1 activator: GC-A (human) enzyme activation. activation, % at 10 µM. HEK293 GC-A cells, cGMP TR-FRET, EC30 ANP; 0% at EC30 ANP, 100% saturating ANP. P16066. 0.14% of 370,000 active; in the data active = activation above about 40%
NR1D1 modulator: modulates human Rev-erb alpha binding to DNA | P20393 | Rev-erbα–FITC-DNA binding, fluorescence polarization, 90 min | activity, % at 10 µM | 0.79% of 370,000 active;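 active = activity above about 14%, limit read from the data; passing the limit was not always enough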;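 also: 0% = DMSO wells with 35 nM protein and 100% = DMSO wells with 750 nM protein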
ABHD4 inh: inhibits mouse alpha/beta hydrolase domain 4; 0.54% of 370,000 active; AID 720543; Q8VD66; inhibition, % at 8.92 µM; purified mABHD4, FP-Rh probe fluorescence polarization;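 active = inhibition exceeding the mean over every tested compound plus 3 SD, cut at about 30% in these data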;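 also: 0% = plate median of compound wells and 100% = S159A mutant with DMSO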
Target sequence (Q8VD66 whole entry, looked up, the tested form may be a part): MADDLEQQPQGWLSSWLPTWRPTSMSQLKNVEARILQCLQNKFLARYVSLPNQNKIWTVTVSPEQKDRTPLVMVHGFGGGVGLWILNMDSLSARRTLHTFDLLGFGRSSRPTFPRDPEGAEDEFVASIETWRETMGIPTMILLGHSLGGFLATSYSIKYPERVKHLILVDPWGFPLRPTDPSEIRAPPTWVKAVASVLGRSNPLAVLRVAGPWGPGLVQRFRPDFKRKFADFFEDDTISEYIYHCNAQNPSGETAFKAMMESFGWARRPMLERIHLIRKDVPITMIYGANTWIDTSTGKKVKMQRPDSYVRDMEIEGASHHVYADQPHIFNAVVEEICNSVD
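System: mouse ABHD4 enzyme, wild type / Medium: HEPES pH 7.0, NaCl, Pluronic buffer / Reagent: FP-Rh activity-based fluorescent probe / Control set: S159A mutant high control, sample median low control / Detection: fluorescence polarization with parallel and perpendicular emission, 525/598 nm / Schedule: 45 min + 60 min at 25 °C / Compound dosing: 8.92 µM, single dose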
NPR2 activator: GC-B (human) receptor activation; P20594; 0.11% of 370,000 active; AID 1920062; HEK293-GC-B cells, CNP EC30, cGMP TR-FRET; 0% at EC30 CNP, 100% saturating CNP; activation, % at 10 µM;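 active = activation at 10 µM reaching about 35% in either raw or pattern-adjusted values, limit read from the data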
* marks the source's active call; other numbers are inactive results; / = not tested or not shown. Rows are unselected; overall some 4.4% were active at least once.

SMILES | PG9 Ab binder | ASAP1 GAP inh | HTRA1 inh | rCAG RNA binder | ARFGAP1 inh | SMARCA2 act | NPR1 activator | NR1D1 modulator | ABHD4 inh | NPR2 activator
CCOC(=O)N1CCN(CC(=O)Nc2ccc(Oc3ccccc3)cc2)CC1 | 0.0 | 2.7 | -5.8 | -6.6 | 0.1 | -2.2 | -1.8 | -3.5 | 1.8 | 1.6
Clc1cccc(Cl)c1CNc1ccc(N2CCCC2)cc1 | 0.2 | -5.5 | / | 11.8 | -2.4 | -3.5 | -8.0 | -3.0 | 22.0 | -14.4
Cc1ccc(NS(=O)(=O)c2cccc(C(=O)N3CCN(c4ncccn4)CC3)c2)cc1 | 1.5 | 3.9 | 1.2 | 7.4 | -5.1 | -3.4 | -1.4 | 3.4 | 4.9 | 0.2
COC(=O)C1=C(C(=O)OC)[C@@H]2Nc3ccccc3[C@@]23C[C@@H](C(=O)OC)N(C(=O)c2cc(C)oc2C)C3=N1 | -1.1 | 2.0 | -15.1 | -4.3 | 5.2 | 1.1 | 1.2 | 0.7 | 4.9 | -1.3
CCCn1nc(Oc2nc(SC)nc(N(C)C)n2)ccc1=O | -1.4 | 8.9 | 11.0 | -7.6 | -1.5 | 0.8 | -1.5 | -2.3 | -2.4 | 2.5
CC(C)(C)SCCNS(=O)(=O)c1ccc2ccccc2c1 | -0.3 | -3.2 | -17.4 | -4.5 | 4.2 | -5.1 | 2.5 | -8.5 | -5.7 | -0.7
Cn1c(=O)[nH]c(=O)c2c1nc(Br)n2CC(O)COCc1ccccc1 (stereo unspecified) | 1.3 | 8.9 | -1.6 | -3.9 | -6.9 | 0.2 | 1.4 | -0.7 | -2.1 | -0.6
O=C(O)CNCC1COc2ccccc2O1 (stereo unspecified) | 0.5 | -7.5 | 2.7 | 1.3 | 1.0 | -0.9 | 0.7 | 2.7 | 0.0 | 4.5
COc1ccc2[nH]c(=O)c(CNc3cc(C)ccc3C)cc2c1 | 0.2 | 2.8 | 8.3 | 1.6 | 4.2 | -0.9 | 1.9 | 3.4 | 10.5 | -7.3
O=P1(O)C=C(c2ccccc2)NC(c2ccccc2)=C1 | -1.5 | -2.5 | -2.1 | -1.3 | -4.5 | -3.0 | 3.3 | -2.0 | -0.1 | 6.7
CCCc1cc(C(=O)N2CCC(n3nccc3NC(=O)c3ccc(OC)cc3)CC2)no1 | -0.1 | -18.0 | -8.7 | -6.0 | 9.3 | 0.6 | -2.0 | 3.1 | -4.4 | 2.8
COc1ccc(S(=O)(=O)n2[nH]c(=O)c(CCO)c2C)c([N+](=O)[O-])c1 | -1.6 | -4.0 | 11.3 | 1.8 | 1.9 | 2.7 | 0.2 | 0.7 | 1.3 | 0.0
C/C(=N\NC(=O)CN1CCN(Cc2ccc(C)cc2)CC1)c1ccncc1 | -1.1 | 3.5 | -1.4 | -4.5 | 20.1 | 0.3 | 1.5 | -1.7 | -3.8 | -1.3
CC(C)OC(=O)N(C)C[C@@H]1OCc2cnnn2CCCC(=O)N([C@H](C)CO)C[C@H]1C | 2.3 | -7.1 | 6.1 | 0.0 | 5.2 | -4.9 | -1.4 | -4.6 | 0.0 | 4.3
C[C@]12Cc3ccccc3C1CC1=N[C@@H](c3ccc(C(F)(F)F)cc3)O[C@@]13C[C@@H]2C(=O)N3Cc1ccncc1 (stereo partly specified) | -1.6 | 6.0 | / | 0.8 | 4.5 | -1.9 | -3.4 | -3.0 | -7.5 | -3.0
CC(C)(C)c1ccc(/C=N/n2cnnc2)cc1 | 0.4 | 0.8 | 4.8 | 1.1 | 1.3 | -1.0 | 0.5 | -2.8 | -4.2 | 4.9
CN(C)Cc1csc(Nc2ccc(C(=O)c3ccccc3)cc2)n1 | 1.4 | -10.8 | / | 3.5 | 3.9 | -2.3 | 1.3 | 3.4 | 1.9 | -0.1
O=C(Nc1ccccc1)c1cc2c(=O)c3ccccc3oc2nc1C(F)(F)F | 5.5 | 9.0 | 4.8 | -2.4 | -0.2 | -2.7 | 7.9 | 46.3* | -0.6 | 0.6
CSc1ccccc1NC(=O)C1CC(c2ccccc2O)=NO1 (stereo unspecified) | 1.2 | 1.5 | -7.4 | 1.0 | 5.7 | -2.4 | 0.0 | -3.7 | -1.3 | 0.1
O=C(c1ccccc1)N1CCN(S(=O)(=O)c2cccs2)CC1 | -1.0 | -6.9 | -2.9 | -2.0 | -2.9 | -0.3 | 2.6 | 1.0 | -3.7 | -1.2

Reprinted at random: five entries already listed
SMILES | PG9 Ab binder | ASAP1 GAP inh | HTRA1 inh | rCAG RNA binder | ARFGAP1 inh | SMARCA2 act | NPR1 activator | NR1D1 modulator | ABHD4 inh | NPR2 activator
O=C(O)CNCC1COc2ccccc2O1 (stereo unspecified) | 0.5 | -7.5 | 2.7 | 1.3 | 1.0 | -0.9 | 0.7 | 2.7 | 0.0 | 4.5
CCCn1nc(Oc2nc(SC)nc(N(C)C)n2)ccc1=O | -1.4 | 8.9 | 11.0 | -7.6 | -1.5 | 0.8 | -1.5 | -2.3 | -2.4 | 2.5
CC(C)(C)c1ccc(/C=N/n2cnnc2)cc1 | 0.4 | 0.8 | 4.8 | 1.1 | 1.3 | -1.0 | 0.5 | -2.8 | -4.2 | 4.9
CC(C)OC(=O)N(C)C[C@@H]1OCc2cnnn2CCCC(=O)N([C@H](C)CO)C[C@H]1C | 2.3 | -7.1 | 6.1 | 0.0 | 5.2 | -4.9 | -1.4 | -4.6 | 0.0 | 4.3
C[C@]12Cc3ccccc3C1CC1=N[C@@H](c3ccc(C(F)(F)F)cc3)O[C@@]13C[C@@H]2C(=O)N3Cc1ccncc1 (stereo partly specified) | -1.6 | 6.0 | / | 0.8 | 4.5 | -1.9 | -3.4 | -3.0 | -7.5 | -3.0

Later entries.
SMILES | PG9 Ab binder | ASAP1 GAP inh | HTRA1 inh | rCAG RNA binder | ARFGAP1 inh | SMARCA2 act | NPR1 activator | NR1D1 modulator | ABHD4 inh | NPR2 activator
Cc1cc(C(=O)N2CCN(c3ccccc3)CC2)c(C)o1 | -1.2 | -7.9 | 1.1 | 5.4 | 1.9 | 5.0 | 0.2 | 1.5 | 5.9 | -1.1
O=C(COC(=O)Cc1ccc(S(=O)(=O)N2CCOCC2)s1)Nc1ccccc1Cl | -0.1 | 6.4 | 1.4 | 11.7 | 9.1 | -3.8 | -1.0 | -3.2 | -2.5 | -0.1
O=C(CSc1nnc2ccc(-c3ccccn3)nn12)NCC1CCCO1 (stereo unspecified) | -0.5 | -7.0 | 0.7 | -2.4 | 19.7 | -2.8 | -0.8 | 1.8 | -8.9 | -0.7
CCCCc1nnc(NC(=O)CN2C(=O)NC3(CCCCC3)C2=O)s1 | -0.5 | -0.8 | 2.6 | -2.4 | 7.8 | 1.5 | -1.5 | 3.0 | -0.9 | 1.4

Of the compounds above, 3 have an aryl methoxy group.
SMILES | PG9 Ab binder | ASAP1 GAP inh | HTRA1 inh | rCAG RNA binder | ARFGAP1 inh | SMARCA2 act | NPR1 activator | NR1D1 modulator | ABHD4 inh | NPR2 activator
COc1ccc2[nH]c(=O)c(CNc3cc(C)ccc3C)cc2c1 | 0.2 | 2.8 | 8.3 | 1.6 | 4.2 | -0.9 | 1.9 | 3.4 | 10.5 | -7.3
CCCc1cc(C(=O)N2CCC(n3nccc3NC(=O)c3ccc(OC)cc3)CC2)no1 | -0.1 | -18.0 | -8.7 | -6.0 | 9.3 | 0.6 | -2.0 | 3.1 | -4.4 | 2.8
COc1ccc(S(=O)(=O)n2[nH]c(=O)c(CCO)c2C)c([N+](=O)[O-])c1 | -1.6 | -4.0 | 11.3 | 1.8 | 1.9 | 2.7 | 0.2 | 0.7 | 1.3 | 0.0
